Lipid storage S3 = qHTS Assay for Lipid Storage Modulators in Drosophila S3 Cells | actives 0.64% (n = 320,000) | Potency in µM for hits, for the others lipid storage change, negative = inhibition, % at the top dose, mostly 46.1 µM | Drosophila S3 cells, BODIPY lipid droplet fluorescence, 18-24 h; cells fed with added oleic acid | AID 2685; active = well fitted inhibition curve with a large enough effect in the signal ratio, with a control signal flat, not every such curve was filed as active; inconclusive = small, poorly fitted or top-dose-only effect, or effect the other way, or a change in a side signal; the % refers to the signal ratio
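Drosophila S3 cells got compounds at several concentrations plus oleic acid (400 uM solution). Laser-scanning cytometry with 488 nm excitation read lipid droplets at 500-530 nm and cells at 575-640 nm. Percent activity was relative to 20 uM Triacsin C.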
Lipid storage S3 cell count max = second read-out of Lipid storage S3, no call of its own (marks repeat the call); cell number change, %; measured here: cell count max response;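 cells counted by Cell Tracker Red CMTPX staining in the red channel; peak over a dose series mostly up to 46.1 µM; percent activity relative to internal control wells on each plate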
Starred values were filed as active, the others as inactive; i = inactive; ? = inconclusive; · = no result given. % is set by controls: 0 for no effect and ±100 for the full control effect; potency is the fitted concentration of half-maximal effect.

| compound | Lipid storage S3 | Lipid storage S3 cell count max |
| --- | --- | --- |
| COCCN(C(=O)CNC(=O)c1cccs1)C(C(=O)NC(C)(C)C)c1ccccc1 (centres undefined) | 19% | 12 |
| Cc1cc(C)cc(C(=O)NC(CC(N)=O)c2ccc(NC3CCCC3)c([N+](=O)[O-])c2)c1 (centres undefined) | ? | · |
| CN(C)c1ccc(-c2noc(C3CCN(C(=O)Nc4ccc(Cl)cc4)CC3)n2)cc1 | ? | · |
| COc1ccc(CNC(=O)COC(=O)CC(NC(N)=O)c2ccc(Cl)cc2)cc1OC (centres undefined) | 7% | -13 |
| O=C(Nc1ccccc1)Nc1ccccn1 | ? | · |
| COCCCNC(=S)Nc1ccc(CC(=O)O)cc1 | ? | · |
| O=C1N(Cc2cccc(Cl)c2)C[C@@H]2C[C@@H](c3ccc4nonc4c3)N3CCC[C@@]123 | ? | · |
| Nc1ccc(OC(=O)Nc2ccc(O)cc2)cc1 | ? | · |
| NC(=O)c1cc2ccccc2o/c1=N/NC(=O)c1cccc(F)c1 | 6% | -10 |
| CC(=O)Nc1cc(C(=O)OCC(=O)c2ccccc2)ccc1C | ? | · |
| COc1cc(OC)c(S(=O)(=O)Nc2ccc(C(=O)N3CCCC3)cc2)cc1NC(C)=O | -18% | -5 |
| O=C(NCc1cccs1)C(=O)NCC(c1ccco1)N1CCN(c2ccc(F)cc2)CC1 (centres undefined) | -18% | -6 |
| Cc1c(Nc2nc(-c3ccccc3)cs2)c(=O)n(-c2ccccc2)n1C | -3% | -3 |
| Cc1cccc(NC(=O)C2CCN(C(=O)c3ccco3)CC2)c1C | i | 24 |
| COCCCNC(=O)Cc1c(C)c2c(cc(C)c3c(C)c(C)oc32)oc1=O | ? | · |
| Cc1ccc(C(=O)CC(=O)c2ccccc2C)c(O)c1 | ? | · |
| CCOC(=O)c1[nH]c2ccccc2c1NC(=O)c1ccc(S(=O)(=O)N2CCOCC2)cc1 | -1% | 8 |
| CCO[C@@H]1OC(C(=O)NCc2ccccc2)=C[C@H](c2coc3ccccc3c2=O)[C@H]1CCCO | 2% | 11 |
| Cc1c(C)c2ccc(OCC(=O)Nc3ccccn3)cc2oc1=O | ? | · |
| O=C(O)c1cccnc1Cl | ? | · |
| CC(C)[C@H](NC(=O)Cc1ccccc1)C(=O)OCc1cc(=O)n2c(n1)sc1ccccc12 | -5% | -17 |
| NC(N)=N/N=C/c1ccc(Cl)c(Cl)c1 | ? | · |
| CCOC(=O)C1CCN(C(=O)CCc2nnc3ccc(NCc4ccco4)nn23)CC1 | i | -28 |
| CCN1CCCc2cc(CN(CCN3CCOCC3)C(=S)Nc3ccccc3C)ccc21 | 2% | 10 |
| COc1ccc(/C=C/C(=O)NCCN2CCOCC2)cc1OC | -13% | -4 |
| CC(C)(C)NC(=O)c1ccc(Sc2ccccc2)c([N+](=O)[O-])c1 | i | · |
| C/C(=N\NC(=O)CSc1nc2nc(C)cc(C)n2n1)c1ccccc1 | ? | · |
| NC(=O)NC(=O)CSc1nnc(-c2ccco2)n1Cc1ccccc1 | ? | · |
| CN(CC(=O)Nc1ccc(S(=O)(=O)N2CCCC2)cc1)Cc1ccc(Cl)c(Cl)c1 | ? | · |
| CC(C)Cn1c(N)c(C(=O)COC(=O)c2cccc(F)c2)c(=O)n(C)c1=O | ? | · |
| Cc1cc(C(=O)NC2CCCc3ccccc32)c(C)o1 (centres undefined) | ? | · |
| Fc1ccc(-c2cn3ccccc3n2)cc1 | ? | · |
| Cc1c(C(=O)N/N=C/c2cccnc2)sc(N)c1C#N | ? | · |
| O=C(Nc1nnc(S(=O)(=O)N2CCOCC2)s1)c1ccccc1 | 4% | 1 |
| Cc1ccccc1OCCCN1CCOCC1 | i | · |
| CSc1nnc2c3ccccc3n(Cc3ccccc3)c2n1 | ? | · |
| CCCC(=O)Nc1ccc(Cl)c(NC(=O)c2cccnc2)c1 | ? | · |
| CCOC(=O)c1cnc(SCC(=O)OCC(=O)NC2CCS(=O)(=O)C2)nc1N (centres undefined) | ? | · |
| Cc1cc2ccc(C)c(C)c2nc1SCC(=O)c1cccs1 | ? | · |
| CN(C)Cc1cnc2ccc(Cl)cn12 | ? | · |
| COc1cc(C)ccc1OCCOCCOc1c(C)cc(C)cc1Br | 3% | 9 |
| COc1ccc(C2=NS(=O)(=O)N(C)C(C(=O)NCc3ccc(F)cc3)=C2)cc1OC | ? | · |
| COc1cc(/C=C/C(=O)N[C@@H](Cc2c[nH]c3ccccc23)C(=O)O)ccc1O | ? | · |
| COc1cc(OC)cc(-c2nc(-c3ccccc3)no2)c1 | i | 4 |
| O=C(N/N=C/c1ccccc1C(=O)O)c1cc(-c2ccc3c4c(cccc24)CC3)n[nH]1 | -17% | 1 |
| O=c1[nH]c2ccc(NC(=S)NCCc3ccccc3)cc2[nH]1 | 12% | -1 |
| CCc1cc2c(=O)c(-c3nc4ccccc4n3C)c(COCC(=O)O)oc2cc1O | ? | · |
| COc1ccc(-c2nc(CN3CCN(Cc4cccc(F)c4)CC3)c(C)o2)cc1 | 6% | 14 |
| Cc1[nH]nc(-c2ccc(O)cc2O)c1-c1ccc(Cl)cc1 | 4% | -13 |
| O=C(CSCc1ccccc1Cl)Nc1ccc(C(=O)O)cc1 | ? | · |
| Cc1cc(C)c(-c2cc(NC(=O)CSc3nncn3C)n(-c3ccccc3)n2)cc1C | i | 9 |
| Cc1onc(-c2c(Cl)cccc2Cl)c1C(=O)NC(C)(C)CO | ? | · |
| O=[N+]([O-])c1cc([N+](=O)[O-])c2cc3ccccc3nc2c1 | 3.3µM* | -21* |
| Cc1sc2nc(CN3CCN(c4ccc(O)cc4)CC3)[nH]c(=O)c2c1C | ? | · |
| Cc1ccc(/C=N/NC(=O)Cc2ccc(Cl)cc2)s1 | ? | · |
| O=C(Nc1ccc(C(F)(F)F)cc1)c1ccccc1 | 6% | -6 |
| Cc1ccc(CNC(=O)CSc2nnc3c(n2)[nH]c2ccccc23)cc1 | 11% | -2 |
| O=C(O)c1ccc(Cn2c(SCc3cc(=O)n4cc(Br)ccc4n3)nc3ccsc3c2=O)cc1 | ? | · |
| O=C(NCc1ccco1)/C(=C\c1cccs1)NC(=O)c1cccs1 | ? | · |
| COC(=O)c1ccccc1SC(CC(=O)c1ccccc1)c1ccc(F)cc1 (centres undefined) | 28% | 8 |

Next part.
| compound | Lipid storage S3 | Lipid storage S3 cell count max |
| --- | --- | --- |
| COc1ccc(OCCN2C(=O)NC(C)(c3ccc(C)cc3)C2=O)cc1 (centres undefined) | ? | · |
| Cc1ccc2nc(-c3ccc(NC(=O)COC(=O)c4cncc(Br)c4)cc3)sc2c1 | 0% | -17 |
| C[C@@H]1O[C@@H](O[C@H]2[C@H](Oc3cc(O)c4c(c3)OC(c3ccc(O)cc3)CC4=O)O[C@H](CO)[C@@H](O)[C@@H]2O)[C@H](O)[C@H](O)[C@H]1O (some centres undefined) | -11% | -27 |
| CC(=O)NS(=O)(=O)c1ccc2c(c1)Cc1cc(S(=O)(=O)NC(C)=O)ccc1-2 | ? | · |
| Clc1nc2ccccc2nc1-c1ccccc1 | 21% | 38 |
| CC/C(O)=C1\C(=O)CCCC1=NCc1nc2ccccc2[nH]1 | 5% | 14 |
| CC(C)(C)OC(=O)N1CCN(c2ccc([N+](=O)[O-])cc2)CC1 | ? | · |
| O=C(O)CSc1nnnn1-c1ccccc1 | ? | · |
| O=C(Oc1ccc(Br)cc1C(=S)N1CCCCC1)c1cc([N+](=O)[O-])cc([N+](=O)[O-])c1 | ? | · |
| O=C(Nc1ccc(F)c(F)c1)c1ccccc1-c1ccccc1 | 1% | -22 |
| CC(NC(=O)C(NC(=O)C1CCCN1C(=O)OC(C)(C)C)C(C)C)C(N)=O (centres undefined) | -2% | -5 |
| COc1ccc(C(=O)C[n+]2cn(C(F)F)c3ccccc32)c(F)c1 | 6% | · |
| CC(C)C(=O)N1CCN(c2ccc(NC(=S)NC(=O)c3cc4ccccc4o3)cc2)CC1 | ? | · |
| Cc1ccccc1CC(=O)NC1CCCc2ccccc21 (centres undefined) | i | -18 |
| CC(C(O)c1ccc(O)cc1)N1CCC(Cc2ccccc2)CC1 (centres undefined) | ? | 11 |
| CC(NC(=O)OC1CCCCC1)N1C(=O)C2C3C=CC(C3)C2C1=O (centres undefined) | 2% | -8 |
| CCOC(=O)C1CCCN(C(=O)COC(=O)C2=COCCO2)C1 (centres undefined) | ? | · |
| Cc1cc(C)n(C2CCCCC2OC(=O)CCc2ccccc2)n1 (centres undefined) | 5% | -2 |
| O=C(Cc1ccc(Cl)cc1)Nc1nc2ccccc2[nH]1 | i | 10 |
| Cc1ccccc1NC(=S)NCCc1c[nH]c2ccccc12 | ? | · |

Continued (7 carried over from the part before).
| compound | Lipid storage S3 | Lipid storage S3 cell count max |
| --- | --- | --- |
| Cc1ccccc1CC(=O)NC1CCCc2ccccc21 (centres undefined) | i | -18 |
| CC(C(O)c1ccc(O)cc1)N1CCC(Cc2ccccc2)CC1 (centres undefined) | ? | 11 |
| CC(NC(=O)OC1CCCCC1)N1C(=O)C2C3C=CC(C3)C2C1=O (centres undefined) | 2% | -8 |
| CCOC(=O)C1CCCN(C(=O)COC(=O)C2=COCCO2)C1 (centres undefined) | ? | · |
| Cc1cc(C)n(C2CCCCC2OC(=O)CCc2ccccc2)n1 (centres undefined) | 5% | -2 |
| O=C(Cc1ccc(Cl)cc1)Nc1nc2ccccc2[nH]1 | i | 10 |
| Cc1ccccc1NC(=S)NCCc1c[nH]c2ccccc12 | ? | · |
| CCOc1cc(CN2CCCCCC2)ccc1OC | -7% | 5 |
| c1cnc(N2CCN(Cc3ccc4c(c3)OCO4)CC2)cn1 | ? | · |
| COc1ccc(CCNC(=O)CCCOc2ccc(C)cc2)cc1OC | ? | · |
| O=C(NCc1cccs1)c1nc(-c2cccs2)no1 | ? | · |
| CCCc1cc(=O)oc2cc(OCC(=O)NC3CCN(Cc4ccccc4)CC3)ccc12 | i | -20 |
| COc1ccc(OCC(O)CNC(=O)Nc2cc(C)cc(C)c2)cc1 (centres undefined) | 10% | 19 |
| Cn1nnnc1SCCNC/C=C/c1ccccc1 | 11% | -3 |
| COc1ccc([N+](=O)[O-])cc1/C=N/Nc1nc(N2CCCCC2)nc(N2CCCCC2)n1 | 9% | 7 |
| CC(C)n1nc(C(=O)Nc2ccc3c(c2)OCO3)c2ccccc2c1=O | ? | · |
| COc1ccc(NS(=O)(=O)c2cccc(C(=O)N3CCN(Cc4cc(OC)ccc4OC)CC3)c2)cc1 | -13% | 1 |
| CC1CN(C(=O)C2CCCN2S(=O)(=O)c2ccc(Cl)cc2)CC(C)O1 (centres undefined) | ? | · |
| Cc1ccc(S(=O)(=O)n2nc(-c3cccnc3)nc2N)cc1 | ? | · |
| CC(C)c1ccccc1NC(=O)COC(=O)c1cccnc1 | 17% | 10 |
| Cc1cccc(N(CC(=O)NCCc2ccccc2)C(=O)c2csnn2)c1 | ? | · |
| CCCCCCCCC(=O)NNC(=O)c1c(O)c2ccccc2n(CC)c1=O | 15% | 0 |
| O=C(O)c1ccccc1-c1nc2ccccc2c(=O)[nH]1 | ? | · |
| O=C(CSc1ccc2ccccc2c1)NCc1cccs1 | ? | · |
| Cc1cc(C)c(C)c(S(=O)(=O)N2CCN(Cc3nc4ccccc4[nH]3)CC2)c1C | ? | · |
| Cn1c(=O)n(C)c2cc([N+](=O)[O-])c(N3CCN(S(=O)(=O)c4ccc5ccccc5c4)CC3)cc21 | ? | · |
| CCc1cc(Cn2nc(-c3ccccc3)cc2C(=O)O)on1 | ? | · |
| CCOC(=O)C1(CCOC)CCN(Cc2ccccc2-c2ccco2)CC1 | 6% | 14 |
| Cc1ccc2c(c1)C(c1ccccc1)N(C(=O)c1cc3ccccc3oc1=O)CC(=O)N2 (centres undefined) | ? | · |
| Cc1sc(NC(=O)CSc2nnc(CCNC(=O)c3cccs3)n2C)nc1-c1ccccc1 | ? | · |
| CC(=O)Nc1ccc2sc(NC(=O)CN3CCOCC3)nc2c1 | ? | · |
| COCC(C)N1CC(O)=C(c2nc(-c3ccc(Cl)cc3)cs2)C1=N (centres undefined) | ? | · |
| Cc1ccc(NC(=O)CSc2nnc3ccccn23)cc1S(=O)(=O)N1CCOCC1 | ? | · |
| Cn1c(=O)[nH]c(=O)c2c1nc(CN1CCOCC1)n2CCc1ccccc1 | 10% | 14 |
| C=CCNC(=O)c1onc(CSc2cccc3ccccc23)c1C(=O)O | 9% | -2 |
| CN(C)c1ccc(/C=N\S(=O)(=O)c2ccccc2)cc1 | ? | · |
| CC(C)CC(NC(N)=O)C(=O)Nc1ccc(Oc2ccccc2)cc1 (centres undefined) | -1% | -13 |
| Cc1cc(C2=NNC(=NC3CCCCC3)SC2)c(C)n1-c1c(C)n(C)n(-c2ccccc2)c1=O | 2% | 5 |
| OCc1nnn(-c2cccc(C(F)(F)F)c2)c1CO | ? | · |
| OC(CN1CCCC1)Cn1ccc2ccccc21 (centres undefined) | -10% | · |
| CCOC(=O)c1nnn(-c2nonc2N)c1CS(=O)(=O)c1ccccc1 | i | 15 |

Complete entries, quoted from the list. Order of values: Lipid storage S3	Lipid storage S3 cell count max
O=C(NCc1cccs1)C(=O)NCC(c1ccco1)N1CCN(c2ccc(F)cc2)CC1 (centres undefined) is listed as -18%	-6
Clc1nc2ccccc2nc1-c1ccccc1 is listed as 21%	38

Source: PubChem BioAssay

An excerpt; count on the stated rates, not on these rows.
